# FUS yeast rescue: qHTS for Suppressors of FUS Proteinopathy: Primary screen using FUS-linked yeast assay; Potency, µM (titrated, usually from 76.6 µM), inactives show at the top dose growth rescue (activation), hits mostly activators; AID 1347120, 2019; 390,000 tested, 0.24% active; S. cerevisiae FUS-expressing, growth rescue, OD600, 24 h;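 also: plate controls were DMSO vehicle for no effect and reference control for full effect; nearly all actives have a fitted effect of over 55% in size; some results filed as inactive show a strong effect at the top dose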
#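 FUS-expressing yeast, raffinose-pregrown, induced in 2% galactose minimal medium at OD 0.005; compounds in a dilution series, 24hr at 30C. Growth restoration read as absorbance at 600 nm. CP55940 positive control, DMSO negative.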
# EPAC2 antag: qHTS for Antagonist of cAMP-regulated guanine nucleotide exchange factor 2 (EPAC2): primary screen | Rap guanine nucleotide exchange factor 4 (Homo sapiens), Q8WZA2 | EPAC2 GEF exchange of Rap1B-BODIPY-GDP, fluorescence | Potency, µM (doses to about 114 µM), without a hit: top-dose activity, negative = inhibition, usual class: inhibitors | AID 720708, 2013 | 360,000 tested, 0.18% active; also: % is scaled to controls: 0 for no effect and ±100 for the full control effect; nearly all actives have a fitted effect of over 45% in size; many of its hits are not listed in these tables
# Target sequence (Q8WZA2 whole entry, looked up): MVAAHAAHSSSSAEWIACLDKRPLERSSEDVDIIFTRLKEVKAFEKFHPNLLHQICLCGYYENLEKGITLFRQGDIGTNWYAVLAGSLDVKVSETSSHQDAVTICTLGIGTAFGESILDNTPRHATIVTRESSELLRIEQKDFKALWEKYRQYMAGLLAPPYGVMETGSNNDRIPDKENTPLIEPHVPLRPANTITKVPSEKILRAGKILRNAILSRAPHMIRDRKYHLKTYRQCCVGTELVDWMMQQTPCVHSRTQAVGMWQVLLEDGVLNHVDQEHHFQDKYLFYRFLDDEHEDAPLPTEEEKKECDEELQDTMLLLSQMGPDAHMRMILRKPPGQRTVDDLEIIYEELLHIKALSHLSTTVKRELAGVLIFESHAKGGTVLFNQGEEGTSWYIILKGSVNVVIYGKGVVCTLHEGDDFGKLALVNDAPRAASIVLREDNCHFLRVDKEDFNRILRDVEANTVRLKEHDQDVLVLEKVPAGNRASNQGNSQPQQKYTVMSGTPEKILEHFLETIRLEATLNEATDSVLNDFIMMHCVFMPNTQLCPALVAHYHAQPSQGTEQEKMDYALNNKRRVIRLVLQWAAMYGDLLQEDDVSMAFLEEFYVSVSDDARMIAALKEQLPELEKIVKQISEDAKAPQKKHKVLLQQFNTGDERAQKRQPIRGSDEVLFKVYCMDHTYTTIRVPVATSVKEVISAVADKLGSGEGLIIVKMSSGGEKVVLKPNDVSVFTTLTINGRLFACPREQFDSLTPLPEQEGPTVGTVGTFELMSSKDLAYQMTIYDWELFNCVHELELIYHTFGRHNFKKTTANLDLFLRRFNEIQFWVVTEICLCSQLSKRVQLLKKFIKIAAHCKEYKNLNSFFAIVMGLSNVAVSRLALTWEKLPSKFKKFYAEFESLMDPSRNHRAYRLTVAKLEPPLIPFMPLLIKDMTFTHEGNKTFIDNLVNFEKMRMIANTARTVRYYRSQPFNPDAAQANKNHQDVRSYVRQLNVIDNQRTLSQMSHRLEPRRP
# TDP-43 yeast inh: qHTS of TDP-43 Inhibitors | TDP-43 expressing yeast growth rescue, BacTiter-Glo, 24 h | Potency, µM (top dose mostly 46.1 µM), for inactives: at the top dose growth rescue (activation), usual class: activators | 410,000 tested, 1.8% active | AID 652104, 2013; also: % of control where 0% means no effect; nearly all actives have a fitted effect of over 50% in size
#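 Cell-based yeast growth screen: TDP-43 expression induced in galactose, inoculum OD600=0.02 after raffinose pregrowth to mid-log. Read-out BacTiter-Glo luminescence at 24 hr, 30 deg C; inhibition of toxicity seen as signal increase.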
# EPAC2 agonist: qHTS for Agonist of cAMP-regulated guanine nucleotide exchange factor 4 (EPAC2): primary screen; 360,000 tested, 0.079% active; EPAC2 activation, biochemical qHTS; response scale: 100% = 6.5 mM cAMP response; Potency, µM (titrated, usually from 154 µM), without a hit: top-dose activation, hits mostly activators; Rap guanine nucleotide exchange factor 4 (Homo sapiens), Q8WZA2; also: nearly all actives have a fitted effect of over 50% in size
#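 Nucleotide exchange monitored as fluorescence drop when BODIPY-GDP leaves Rap1B. Reaction: 100 nM EPAC2, 250 nM RAP1B-BODIPY-GDP, 50 uM GDP, room temperature, kinetic read over 30 min. Activity expressed relative to 6.5 mM cAMP.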
# EPAC1 agonist: qHTS for Agonist of cAMP-regulated guanine nucleotide exchange factor 3 (EPAC1): primary screen; EPAC1 agonist qHTS, biochemical assay; response scale: 100% = response to 6.5 mM cAMP; Potency, µM (doses to about 154 µM), for the others: top-dose activation, most hits filed as activators; 360,000 tested, 0.073% active; also: nearly all actives have a fitted effect of over 60% in size
#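 EPAC1 100 nM, Rap1B–BODIPY-GDP 250 nM, unlabeled GDP 50 uM; compound titration; 5 min RT; kinetic read ex480/em540 at 5-min intervals ×30 min; data normalized to 6.5 mM cAMP agonist control.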
# EPAC1 antagonist: qHTS for Antagonist of cAMP-regulated guanine nucleotide exchange factor 3 (EPAC1): primary screen. EPAC1 GEF assay, Rap1b-BODIPY-GDP exchange fluorescence. Potency, µM (highest dose often 115 µM), inactives show top-dose activity change, negative = inhibition, actives largely listed as inhibitors. 360,000 tested, 0.14% active. AID 720709, 2013;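 also: plate controls were vehicle for no effect and positive control for full effect; nearly all actives have a fitted effect of over 50% in size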
# PTHR1 ag: qHTS for PTHR1 Agonists: Primary Screen; Parathyroid hormone/parathyroid hormone-related peptide receptor (Homo sapiens), Q03431; 410,000 tested, 0.075% active; Potency, µM (top dose mostly 115 µM), for inactives: at the highest dose activation, actives largely listed as activators; HEK293 GP2 PTHR1 cells, GloSensor cAMP luminescence, 1 h; also: nearly all actives have a fitted effect of over 55% in size; some results filed as inactive show a strong effect at the top dose; inactives centre near -15; many of its hits are not listed in these tables
#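 HEK-293-derived GP2 cells expressing PTHR1 and a GloSensor cAMP reporter, 3,000/well, plated overnight, given luciferin plus IBMX (each 0.5 mM as added) for 1 h at 37 °C, then compound for 1 h at 37 °C. Luminescence was read after 15 min at room temperature.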
# aSyn rescue: qHTS of alpha-syn Inhibitors. Yeast expressing alpha-synuclein, growth rescue, BacTiter-Glo, 24 h. Potency, µM (titrated, usually from 46.1 µM), for the others: at the highest dose growth rescue (activation), hits mostly activators. 370,000 tested, 0.14% active; also: % of control where 0% means no effect; nearly all actives have a fitted effect of over 65% in size
#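 Rescue of yeast growth: cells expressing toxic alpha-synuclein, induced in galactose at OD600 0.02, incubated with compound 24 h at 30 C. ATP luminescence quantified growth; inhibitors of toxicity appear as activators.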
# The depositor's hits bear a star; i = inactive; ? = inconclusive; / = not tested or not shown; & = joins results of further samples; [ ] = another dose, or the depositor's remark. Calls follow the shape of the dose curve; as a rule, active = well fitted curve in the direction sought with a large enough effect; inconclusive = small, poorly fitted or top-dose-only effect, or another doubt; inactive = no such curve, though single readings can be large; an effect the other way counts as inactive or inconclusive. Potency is read from the fitted curve at half-maximal effect. The list is partial; the hit share may differ from the screen's.
# Below each compound – FUS yeast rescue | EPAC2 antag | TDP-43 yeast inh | EPAC2 agonist | EPAC1 agonist | EPAC1 antagonist | PTHR1 ag | aSyn rescue
- CCc1ccccc1NC1=NCC(=O)N1Cc1ccc2c(c1)OCO2
→ 2% | 4% | -1% | 2% | 7% | 11% | -12%[57.5 µM] | -6%
- Cc1cccc(NC(=O)CSCC(=O)N(C)Cc2ccc(Cl)c(Cl)c2)c1
→ 44% | ? | 25µM* | -16% | -7% | -9% | -64%[inhibitor] | 14%
- Cc1ccc(C(=O)Nc2ccccc2N2CCN(C(=O)C(C)C)CC2)cc1C
→ ? | -1% | 12% | 15% | 7% | -11% | i | 1%
- CCCCN(CC)c1nc(N)c2c(N)nc(OCC)cc2c1C#N
→ 17% | -16% | 0% | 13% | -15% | ? | -13% | 0%
- CCCn1c(SCC(=O)Nc2ccc3c(c2)CCC3)n[nH]c1=O
→ / | 9% | 4% | 2% | 1% | 1% | -9% | -1%
- Cc1sccc1/C=N/NC(=O)c1ccco1
→ -9% | 0% | 14% | 1% | 1% | 14% | i | -11%
- NC(=O)C1(NC(=O)[C@@H]2CC3(CC(c4cccc(NC(=O)[C@@H]5CCC(=O)N5)c4)=NO3)CN2C(=O)c2ccccc2)CC1 (some centres undefined)
→ -2% | 17% | -22% | 7% | -2% | 2% | 5% | -3%
- COc1ccc(NC(=O)COC(=O)/C=C/c2cccs2)c(OC)c1
→ -12% | 17% | 14% | -1% | -4% | -18% | -3% | 0%
- NS(=O)(=O)c1cccc(NC(=O)CSc2nnc(C3CC3)n2C2CC2)c1
→ -10% | 1% | -9% | -3% | 2% | 0% | ? | 2%
- Cc1[nH]c2ccccc2c1CC#N
→ 21% | -11% | -9%[1.82 µM] | 2% | 4% | 5% | -6% | 2%
- CCOC(=O)c1ccc(NC(=O)c2cccc(S(=O)(=O)N3c4ccccc4CC3C)c2)s1 (centres undefined)
→ 16% | 1% | 7% | 0% | -4% | -1% | -27% | 0%
- Cc1c(C#N)c(N=CN(C)C)c(C(=O)c2ccc(Br)cc2)n1-c1ccccc1
→ -1% | 0% | -14% | 17% | 8% | 1% | -9% | 2%
- CC1(c2ccc(OC(F)F)cc2)NC(=O)N(CC(=O)Nc2ccccc2)C1=O (centres undefined)
→ -1% | 3% | -5% | -1% | -4% | -24% | -18% | 1%
- COc1ccc(N=C2C(=O)Nc3ccccc32)cc1
→ 28% | -17% | -17% | -5% | -3% | -12% | 24% | 1%
- CC(=O)O[C@@H]1[C@H]2[C@@H](C[C@@H](C)[C@@H]3CCC(=O)[C@@]13C)OC(=O)[C@@H]2C
→ -18% | 15% | 7% | 5% | 3% | -10% | i | 0%
- COc1ccc2oc(=O)c(-c3nc(C)cs3)cc2c1
→ 19% | 3% | -9% | 5% | -3% | 3% | -9%[57.5 µM] | 2%
- CCOC(=O)Nc1cc2c(cc1[N+](=O)[O-])-c1ccccc1C2=O
→ -6% | 5% | 22% | 4% | 2% | -7% | -37%[inhibitor] | -8%
- O=C(Nc1nnc(-c2cccs2)s1)C1CC1
→ 0% | 6% | -17% | 0% | 1% | -24% | -6% | 0%
- CCN(c1ccccc1)S(=O)(=O)c1ccc(C(=O)Oc2ccc(C(C)=O)cc2)cc1
→ / | -1% | 6% | 4% | -2% | 4% | i | 18%
- O=C(c1cc(-c2cccnc2)nc2ccccc12)N1CCCc2ccccc21
→ 18% | -21% | ? | 9% | 6% | -30% | -22% | 20%
- COc1ccc(NC(=O)CSc2ccc(-c3cccnc3)nn2)c(OC)c1
→ 25% | -8% | 17% | 3% | 8% | 13% | i | -1%
- Cc1ccc(S(=O)(=O)Cn2nnnc2C(C(C)C)N2CCc3ccccc3C2)cc1 (centres undefined)
→ 10% | -14% | -11% | 15% | 24% | -22% | 26%[57.5 µM] | -3%
- CC1CCN(S(=O)(=O)c2cccc(-c3nnc(-c4cccnc4)o3)c2)CC1
→ 16% | 10% | 0% | -4% | -7% | 3% | -16%[57.5 µM] | 3%
- CCS(=O)(=O)Nc1cc(C(=O)O)ccc1C
→ 11% | 3% | -4% | 17% | -1% | -5% | i | 1%
- Cc1ccc(S(=O)c2ccc(NC(=O)C3CC3)cc2C#N)cc1 (centres undefined)
→ 17% | -14% | -15% | 11% | 8% | 4% | -23% | 2%
- COC(=O)C1C/C(=N\NS(=O)(=O)c2ccc(C)cc2)c2sccc2C1 (centres undefined)
→ / | -2% | -5% | -4% | 6% | -2% | i | -2%
- COCCN1C[C@@H](CO)O[C@@H](n2cnc3c(NC4CCCC4)ncnc32)C1
→ -12% | 9% | -10% | 15% | -14% | 18% | 6% | 1%
- Cn1c(=O)c2[nH]c(-c3ccc(S(=O)(=O)O)cc3)nc2n(C)c1=O
→ -49% | -7% | 17% | -2% | -26% | 3% | -20% | -3%&-2%
- O=C(Cn1nnc2ccccc21)c1ccc(Br)cc1
→ 22% | 8% | -5% | -6% | -2% | -3% | i | -2%
- NS(=O)(=O)c1ccc(NC(=S)NNC(=O)c2ccc(Br)o2)cc1
→ -11% | -5% | 11% | -4% | 0% | 16% | i | 7%

# Three compounds out of the list above, ordered by the value under EPAC2 agonist, lowest first.
mol	FUS yeast rescue	EPAC2 antag	EPAC2 agonist	EPAC1 antagonist	PTHR1 ag
O=C(Nc1nnc(-c2cccs2)s1)C1CC1	0%	6%	0%	-24%	-6%
Cc1ccc(S(=O)c2ccc(NC(=O)C3CC3)cc2C#N)cc1 (centres undefined)	17%	-14%	11%	4%	-23%
CCCCN(CC)c1nc(N)c2c(N)nc(OCC)cc2c1C#N	17%	-16%	13%	?	-13%

# New compounds follow:
# Below each compound – FUS yeast rescue | EPAC2 antag | TDP-43 yeast inh | EPAC2 agonist | EPAC1 agonist | EPAC1 antagonist | PTHR1 ag | aSyn rescue
- CC1CCN(C(=O)CN(c2cccc(F)c2)S(C)(=O)=O)CC1
→ -9% | -1% | -6% | 17% | -2% | 5% | -4% | 6%
- CSc1ccccc1NC(=O)c1cnc2scc(C)n2c1=O
→ 4% | -16% | ? | -3% | -6% | -7% | -16% | -10%
- O=c1cc(N2CCOCC2)[nH]c(=O)n1C1CCCCC1
→ 14% | 4% | -16% | 7% | 0% | 0% | i | -4%
- CCCOc1ccccc1N/C(N)=N/c1nc(C)cc(C)n1
→ 35% | 1% | -23% | 6% | 4% | -19% | -4% | -8%
- Cn1ccnc1SCC(=O)Nc1ccc([N+](=O)[O-])cn1
→ 2% | 7% | -15% | 11% | -14% | 13% | i | -6%
- C[C@H](NC(=O)[C@@H]1Cc2ccccc2CN1)C(=O)NC1CCCC1
→ -30% | 4% | 13% | -5% | -12% | -4% | -34%[inhibitor] | 0%
- O=[N+]([O-])c1ccc2c(c1)CNc1ccccc1O2
→ 14% | -23% | -21%[0.397 µM] | 0% | -7% | 5% | i | 8%
- O=C(c1ccco1)N1CCN(C(=O)c2sccc2-c2ccccc2)CC1
→ 16% | 11% | ? | 6% | -3% | 4% | -5%[57.5 µM] | 4%
- COc1ccc(C(=O)Nc2cc3c4c(c2)C(C)C(=O)N4CCC3)c(OC)c1 (centres undefined)
→ 15% | -4% | 14% | 4% | 5% | -7% | i | -7%
- CCOc1ccc(NC(=O)CN(C)C(=O)CSCc2c(C)noc2C)cc1OCC
→ 6% | 3% | -23% | 10% | 12% | -10% | i | -1%
- COc1ccc(S(=O)(=O)N2CCN(c3ccc(F)cc3)CC2)cc1C(=O)N1CCCC1
→ 3% | -5% | -6% | 15% | 2% | -10% | ? | -1%
- COCCCNC(=O)C(CC(N)=O)NC(=O)OCc1ccccc1 (centres undefined)
→ 42% | 0% | -20% | -5% | -4% | 2% | i | 8%
- Cc1ccc(Cl)c(OCCN2CCCC(C)C2)c1 (centres undefined)
→ / | 1% | -2% | -5% | 10% | -20% | i | 13%
- O=C(Cn1ncc2c([nH]c3ccccc32)c1=O)Nc1ccc(F)cc1F
→ 18% | 0% | -11% | 3% | -13% | -13% | ? | 0%
- O=C(NCc1nc(-c2ccc(C(F)(F)F)cc2)no1)c1cccs1
→ 11% | -22% | 0% | -1% | -9% | ? | -48%[inhibitor] | 7%
- CCCS(=O)(=O)NC(=O)C1(C)CCN(C(=O)c2cccs2)C1 (centres undefined)
→ -20% | -3% | 0% | 8% | 6% | -9% | -14% | 0%
- O=C(c1ccc2c(c1)OCO2)C1CCCN(Cc2ccc3nsnc3c2)C1 (centres undefined)
→ 10% | 0% | -13% | -1% | 4% | -2% | -20% | 4%
- C/C(=N/NC(=O)CNc1ccc(Cl)cc1C)c1ccc(C)cc1
→ 2% | -8% | 12% | 2% | 0% | 0% | i | 1%
- CC(=O)Nc1ccc(NC(=O)COC(=O)[C@@H]2CCCN2C(=O)c2cccs2)cc1
→ 20% | 3% | -14% | 4% | -3% | 15% | i | 0%

# Compound profiles, from the list above. Order of screens: FUS yeast rescue, EPAC2 antag, TDP-43 yeast inh, EPAC2 agonist, EPAC1 agonist, EPAC1 antagonist, PTHR1 ag, aSyn rescue
# C/C(=N/NC(=O)CNc1ccc(Cl)cc1C)c1ccc(C)cc1 in the list: 2%, -8%, 12%, 2%, 0%, 0%, i, 1%
# O=C(c1ccc2c(c1)OCO2)C1CCCN(Cc2ccc3nsnc3c2)C1 (centres undefined) in the list: 10%, 0%, -13%, -1%, 4%, -2%, -20%, 4%
# CCCS(=O)(=O)NC(=O)C1(C)CCN(C(=O)c2cccs2)C1 (centres undefined) in the list: -20%, -3%, 0%, 8%, 6%, -9%, -14%, 0%
# CC(=O)Nc1ccc(NC(=O)COC(=O)[C@@H]2CCCN2C(=O)c2cccs2)cc1 in the list: 20%, 3%, -14%, 4%, -3%, 15%, i, 0%

# Source: PubChem (National Center for Advancing Translational Sciences (NCATS))
